From PubChem
IDH1 R132H inh: qHTS for Inhibitors of mutant isocitrate dehydrogenase 1 (IDH1): qHTS | Isocitrate dehydrogenase [NADP] cytoplasmic (Homo sapiens), O75874 | IDH1-R132H enzyme, NADPH consumption, diaphorase/resazurin fluorescence | Potency, µM (titrated, usually from 76.6 µM), for the others: top-dose activity change, negative = inhibition, usual class: inhibitors | hit rate 0.093% among 390,000 | AID 602179, 2012; note: potency is the fitted concentration of half-maximal effect; % is set by controls: 0 for no effect and ±100 for the full control effect; nearly all actives have a fitted effect of over 65% in size
Target sequence (O75874 whole entry R132H, stated change not applied): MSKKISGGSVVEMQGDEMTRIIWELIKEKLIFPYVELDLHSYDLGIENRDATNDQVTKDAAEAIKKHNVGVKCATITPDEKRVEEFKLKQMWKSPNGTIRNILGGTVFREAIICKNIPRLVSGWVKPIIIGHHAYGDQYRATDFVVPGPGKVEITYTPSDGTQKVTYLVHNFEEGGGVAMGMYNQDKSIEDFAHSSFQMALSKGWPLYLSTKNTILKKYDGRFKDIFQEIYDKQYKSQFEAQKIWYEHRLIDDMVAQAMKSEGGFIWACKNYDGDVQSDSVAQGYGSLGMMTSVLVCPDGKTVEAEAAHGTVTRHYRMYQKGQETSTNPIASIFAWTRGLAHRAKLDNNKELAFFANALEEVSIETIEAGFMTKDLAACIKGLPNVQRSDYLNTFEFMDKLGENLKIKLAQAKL
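IDH1-R132H (0.5 ug/mL) preincubated 30 min with compound, then NADPH (0.016 mM) and alpha-KG (2 mM) added; 80 min at RT, pH 7.5. Remaining NADPH coupled via diaphorase/resazurin to fluorescence (540/590 nm); concentration-response curves normalized to no-enzyme control.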
rTrxR1 inhibitor: qHTS Assay for Inhibitors of Mammalian Selenoprotein Thioredoxin Reductase 1 (TrxR1): qHTS. Thioredoxin reductase 1, cytoplasmic (Rattus norvegicus), O89049. recombinant rTrxR1, NADPH fluorescence consumption, selenite substrate. Potency, µM (titrated, usually from 114 µM), for the others: top-dose activity change, negative = inhibition, most hits filed as inhibitors. hit rate 1% among 390,000. AID 588453, 2011; note: potency is the fitted concentration of half-maximal effect; % is set by controls: 0 for no effect and ±100 for the full control effect; nearly all actives have a fitted effect of over 65% in size
Target sequence (O89049 whole entry, looked up): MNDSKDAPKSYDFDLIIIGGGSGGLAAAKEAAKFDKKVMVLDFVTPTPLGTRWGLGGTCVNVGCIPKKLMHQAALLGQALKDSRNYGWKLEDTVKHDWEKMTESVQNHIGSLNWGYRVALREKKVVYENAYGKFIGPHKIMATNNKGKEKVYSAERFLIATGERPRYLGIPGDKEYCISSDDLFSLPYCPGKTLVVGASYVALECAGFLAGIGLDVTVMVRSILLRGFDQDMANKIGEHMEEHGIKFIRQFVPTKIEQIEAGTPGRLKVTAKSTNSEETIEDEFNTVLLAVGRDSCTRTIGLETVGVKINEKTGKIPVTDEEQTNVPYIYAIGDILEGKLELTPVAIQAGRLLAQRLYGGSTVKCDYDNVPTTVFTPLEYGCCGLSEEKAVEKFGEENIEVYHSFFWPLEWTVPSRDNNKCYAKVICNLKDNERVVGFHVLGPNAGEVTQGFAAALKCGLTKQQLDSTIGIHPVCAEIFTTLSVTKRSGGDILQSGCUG
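Rat TrxR1 (90 nM in the dispensed reagent) was pre-reduced with 400 uM NADPH for 5 min at room temperature, then incubated with compound for 15 min. After 400 uM selenite was added, NADPH fluorescence (Ex 340/Em 450 nm) was followed for 8 min.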
PI4K2A block: qHTS for small molecular inhibitors of PI4K2A; Phosphatidylinositol 4-kinase type 2-alpha (Homo sapiens), Q9BTU6; purified PI4K2A, ADP-Glo luminescence, 1 h; hits give low values; activity change, negative = inhibition, % at 76.9 µM; hit rate 0.13% among 420,000; AID 1346378, 2018; in the data active = activity change below about -50%; inconclusive = mostly about -30% to -49%;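 note: -100% = wells without enzyme as full effect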
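PI4K2A activity was measured by ADP-Glo luminescence: enzyme (4 ug/mL stock) and phosphatidylinositol (1.2 mM stock) in Tris pH 7.5/MgCl2/EGTA/Triton X-100 buffer were reacted with ATP (300 microM stock) for one hour at ambient temperature.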
TRHR enhancer: qHTS for Small Molecule Agonists and Allosteric Enhancers of Human TRH Receptor: Primary Screen for Enhancers; Thyrotropin-releasing hormone receptor (Homo sapiens), P34981; TRHR cells, fluo-8 calcium fluorescence, EC20 TRH enhancement; enhancement, % at 2 µM; hit rate 0.66% among 360,000; in the data active = enhancement above about 30%; note: 0% is about no effect
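TRHR-expressing cells loaded with fluo-8 calcium dye were read kinetically (ex 480/em 530) during compound addition, then stimulated with an EC20 of TRH (10 nM final). Enhancement of the Gq-mediated intracellular calcium response was scored.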
TRHR ag: qHTS for Small Molecule Agonists and Allosteric Enhancers of Human TRH Receptor: Primary Screen for Agonists; TRHR cells, calcium flux fluo-8, FDSS agonist mode; activation, % at 2 µM; Thyrotropin-releasing hormone receptor (Homo sapiens), P34981; hit rate 0.18% among 360,000; in the data active = activation above about 30%; note: 0% is about no effect
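In this calcium-flux screen, cells bearing human TRHR are dye-loaded with fluo-8, baselined for 10 cycles, then exposed to library compounds; positive kinetic calcium responses during the agonist phase mark hits, with TRH as control.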
D2 antagonist: HTS Assay for Allosteric Antagonists of the Human D2 Dopamine Receptor: Primary Screen for Antagonists. D(2) dopamine receptor (Homo sapiens), P14416. HEK293 TREx D2 cells, calcium flux, dopamine EC80. inhibition, % at 10 µM. hit rate 2% among 340,000. AID 485344, 2010; in the data active = inhibition above about 30%; note: 0% is about no effect
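HEK293 T-REx D2 cells, tet-induced, calcium dye no-wash. Cpd pintool add, 180 s kinetic, then EC80 DA, 180 s kinetic. Ca flux read.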
USP1-UAF1 inh: Inhibitors of USP1/UAF1: Primary Screen; Ubiquitin carboxyl-terminal hydrolase 1 (Homo sapiens), O94782; recombinant USP1/UAF1, Ub-Rhodamine cleavage fluorescence; Potency, µM (doses to about 57.1 µM), for the others: at the highest dose activity change, negative = inhibition, most hits filed as inhibitors; hit rate 0.23% among 390,000; AID 743255, 2014; note: potency is the fitted concentration of half-maximal effect; % is set by controls: 0 for no effect and ±100 for the full control effect; nearly all actives have a fitted effect of over 60% in size; inactives centre near -12
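Step one: compound is pinned into 1nM USP1/UAF1 in HEPES pH 7.8 buffer with TCEP. Step two: 15 min room-temperature incubation. Step three: Ub-Rho (150nM final) starts cleavage, tracked by fluorescence over six one-minute reads.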
TrxR1 substrate: qHTS Assay for Substrates of Mammalian Selenoprotein Thioredoxin Reductase 1 (TrxR1): qHTS; purified TrxR1 substrate turnover, NADPH consumption readout; Potency, µM (highest dose often 114 µM), inactives show at the highest dose activity change, negative = substrate turnover; hit rate 0.01% among 390,000; AID 588456, 2011; note: potency is the fitted concentration of half-maximal effect; % is set by controls: 0 for no effect and ±100 for the full control effect; nearly all actives have a fitted effect of over 50% in size
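Rat TrxR1, dispensed at 90 nM, was prereduced with 400 uM NADPH (final) for 5 min at ~22 deg C, then incubated with compound 15 min before 400 uM selenite. A first-read NADPH fluorescence drop versus no-compound background flagged substrates.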
D2 agonist: HTS Assay for Allosteric Agonists of the Human D2 Dopamine Receptor: Primary Screen for Agonists; hit rate 0.53% among 340,000; activation, % at 2 µM; HEK293 T-REx D2 cells, calcium flux agonist mode;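 active = activation over 3 SD above normal in the single-dose calcium agonist read, cut at about 30% in these data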; note: 0% is about no effect
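Agonism scored from kinetic calcium signal (1 read/sec, 180 s) following compound pin transfer, after a 10 s baseline. Cells: HEK293 Trex line expressing inducible D2 receptor coupled to calcium, dye-loaded after overnight culture at 30 C.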
An asterisk follows results filed as active; ? = inconclusive; . = no result given; & = joins results of further samples; [ ] = another dose, or the depositor's remark. Unless noted, calls come from the whole dose curve; as a rule, active = well fitted inhibition curve with a large enough effect; inconclusive = small, poorly fitted or top-dose-only effect; inactive = no such curve, though single readings can be large or run the other way.

SMILES	IDH1 R132H inh	rTrxR1 inhibitor	PI4K2A block	TRHR enhancer	TRHR ag	D2 antagonist	USP1-UAF1 inh	TrxR1 substrate	D2 agonist
O=C1C2C3C=CC(C2C(=O)N1C1CCCCC1)C1C2C(=O)N(C4CCCCC4)C(=O)C2C31 (stereo unspecified)	9%	-5%	0	2	0.2	4	-5%	1%	0.3
CCN1C/C(=C/c2cccs2)c2nc3ccccc3c(C(=O)O)c2C1	5%	-21%	0	1	8.5	14	-7%	-3%	0.6
Cc1c(C(=O)Nc2ccc(F)c(F)c2)oc2ccc(S(=O)(=O)N(C)C3CCCCC3)cc12	-5%	20%[57.1 µM]	-1	-1	0.0	.	-2%	4%[57.1 µM]	0.5
O=C(CSc1ccc(-c2ccccc2)nn1)N1CCN(c2ccccc2)CC1	4%	-6%	3	0	0.3	9	-7%	-16%	-1.1
CC(=O)c1cccc(NC(=O)C2CC(c3ccc(F)cc3)=NO2)c1 (stereo unspecified)	7%	-12%	2	-5	0.6	-2	-4%	-13%	-0.2
CC(C)(C)OC(=O)NCCc1nnc(S(=O)(=O)Cc2ccc(Cl)cc2Cl)o1	4%	0.4µM*	39	3	-1.0	0	-16%	11%[57.1 µM]	-1.0
N#C/C(=C\c1ccc(-c2ccccc2)o1)C(=O)Nn1cnnc1	15%	6%[57.1 µM]	-3	0	-0.2	4	-12%	18%[57.1 µM]	0.1
CCN1C(=O)c2cccc3c(S(=O)(=O)Nc4ccc(O)c(C(=O)O)c4)ccc1c23	-3%&-14%	21%&13%	-7&-7	-7&9	0.9&-0.5	10	-30%&-11%	0%&-4%	-0.4&0.5
CCOC(=O)N1CCC(Nc2c(NCCN3CCN(c4ccccc4F)CC3)c(=O)c2=O)CC1	8%&0%	-13%&-8%	2&0	-3	-0.2	24	?	-11%&-8%	43*
CCOC(=O)c1c(C)[nH]c(C(=O)CSc2ccccc2)c1C	8%	9%	-8	-5	0.2	-10	-25%	-3%	0.7
Cn1c(=O)c2c(nc(CN3CCC(Cc4ccccc4)CC3)n2CCN2CCOCC2)n(C)c1=O	5%	?	1	5	-0.7	0	-28%	-7%	0.4
CCCC(=O)N(c1ccc2oc(C)c(C(C)=O)c2c1)S(=O)(=O)c1ccc(CC)cc1	-4%	31%[57.1 µM]	0	6	-0.1	.	-23%	-2%[57.1 µM]	0.6
COc1ccccc1S(=O)(=O)CC(O)COc1ccc(C#N)cc1 (stereo unspecified)	-3%	39%[57.1 µM]	0	-2	0.2	-2	-3%	12%[57.1 µM]	-0.1
O=C(N/N=C/c1coc2ccccc2c1=O)c1ccc(Cl)cc1	7%	0%	-3	1	-0.2	-11	-9%	4%	-1.4
Cc1c(NC(=O)Nc2ccccc2C(F)(F)F)c(=O)n(-c2ccccc2)n1C	-5%&1%	-3%&2%	2&1	1&7	-0.2&1.4	-10	-18%&-12%	-8%&-2%	0.9&0.8
COc1ccc(CCNC(=O)c2nnn(-c3cccc(C)c3)c2N)cc1OC	3%	-4%[57.1 µM]	-4	4	-0.5	-1	-2%	0%[57.1 µM]	0.6
CCN(CC(=O)Nc1ccc(NC(C)=O)cc1)C(=O)c1ccc(N2CCC(C)CC2)c([N+](=O)[O-])c1	-4%	17%	-4	5	-0.3	-2	-4%	-7%	-1.1
CCC(=O)c1ccc(OCC(=O)N(CC)CC(=O)Nc2ccccc2OC)cc1	6%	12%	-1	-4	0.2	9	-16%	-2%	0.7
Cc1nc2c(cnn2-c2ccccc2)c(=O)n1/N=C/c1ccccc1	21%	3%	0	-9	0.1	-13	-5%	5%[57.1 µM]	0.1
CCc1nn(CC(=O)N2CCC(C)CC2)c(=O)c2cc3occc3n12	5%	0%	5	3	0.1	.	-18%	-1%	-1.0

Next part (4 carried over from the part before).
SMILES	IDH1 R132H inh	rTrxR1 inhibitor	PI4K2A block	TRHR enhancer	TRHR ag	D2 antagonist	USP1-UAF1 inh	TrxR1 substrate	D2 agonist
CCN(CC(=O)Nc1ccc(NC(C)=O)cc1)C(=O)c1ccc(N2CCC(C)CC2)c([N+](=O)[O-])c1	-4%	17%	-4	5	-0.3	-2	-4%	-7%	-1.1
CCC(=O)c1ccc(OCC(=O)N(CC)CC(=O)Nc2ccccc2OC)cc1	6%	12%	-1	-4	0.2	9	-16%	-2%	0.7
Cc1nc2c(cnn2-c2ccccc2)c(=O)n1/N=C/c1ccccc1	21%	3%	0	-9	0.1	-13	-5%	5%[57.1 µM]	0.1
CCc1nn(CC(=O)N2CCC(C)CC2)c(=O)c2cc3occc3n12	5%	0%	5	3	0.1	.	-18%	-1%	-1.0
O=S1(=O)CCOC[C@H](CC2CCCCC2)N1Cc1ccc(Cl)cc1	6%	15%&-8%	2	2	0.4	26	3%	-6%&-7%	1.3
c1ccc(Cc2nnc3sc(-c4cccnc4)nn23)cc1	0%	4%	-1	9	-0.1	-10	7%	-6%	2.5
Cc1nn(Cc2ccc(Cl)c(Cl)c2)c(C)c1NC(=O)c1cc(CC(C)C)on1	10%	11%	4	-1	0.6	-18	-9%	-5%	-0.4
C/C(=N\NC(=O)C(N)=O)c1ccc(OC(F)F)cc1	3%	2%	-1	-2	0.8	-4	-3%	-1%	-0.5
CCN(CC)S(=O)(=O)c1ccc(NC(=O)COC(=O)c2cnc(C)cn2)cc1	-2%	9%	2	-3	0.4	8	-9%	-5%	0.5
CC(=O)N1N=C(c2ccc(Cl)cc2)OC1(C)C	-4%	12%	1	34*	-0.4	-6	-18%	20%	-1.1
COc1cccc(CNC(=O)CCC2CCCN(C(=O)c3ccc(F)c(Cl)c3)C2)c1 (stereo unspecified)	14%	-4%	3	-4	-1.6	8	1%	-3%	-1.7
CCOCCCNC(=O)c1c[nH]c2c(CC)cccc2c1=O	8%	15%[57.1 µM]	3	-2	0.3	6	4%	3%[57.1 µM]	0.9
O=C(CCCOc1ccc(Cl)cc1Cl)Nc1ccccc1C(=O)O	-5%	9%	-2	-2	-0.4	6	-22%	9%	0.3
O=C(NCC#CCOCc1ccccc1)c1ccccc1	3%	?	9	1	0.0	-27	-7%	3%	0.5
NNc1nc(-c2ccccc2)cs1	-1%	-12%	6	18	0.0	7	-15%	-4%	-0.3
Cc1cccnc1CCNC(=O)CCc1nnc(-c2ccccc2)o1	0%	11%[57.1 µM]	5	3	0.4	-11	-14%	10%	-1.5
COc1cc(C(=O)Nc2nc3ccccc3[nH]2)cc(OC)c1OC	2%	18%	-1	-7	0.1	-6	2%	0%	-0.6
CCOC(=O)C1CCCN(C(=O)COc2ccccc2F)C1 (stereo unspecified)	-6%	7%[57.1 µM]	1	-3	-0.4	16	-20%	18%	0.0
O=C(O)Cc1sc(NCc2ccco2)nc1-c1ccccc1	6%	14%[57.1 µM]	4	0	0.4	-2	-17%	12%[57.1 µM]	-2.9
COc1ccc(NC(=O)CSCC(=O)NCCc2ccccn2)cc1	1%	26%[57.1 µM]	0	0	0.5	6	-5%	9%[57.1 µM]	0.4
COc1ccc(NC(=O)CNC(=O)CC23CC4CC(CC(C4)C2)C3)c(OC)c1	15%	1%	1	-3	0.2	-3	-6%	-4%	-0.8
Cn1c(CO)cnc1S(=O)(=O)Cc1ccc([N+](=O)[O-])cc1	8%	-39%	5	4	1.2	23	-2%	-9%	0.7
Cc1ccc(C(C)C)c(OCC(=O)NN=C2CCCC(=O)C2)c1	6%	-2%[2.29 µM]	-3	.	.	.	?	4%[57.1 µM]	.
Cc1cc(C)n(C(=O)Cn2nc(C)c(Cl)c2C)n1	3%	22%[57.1 µM]	3	-4	-0.4	5	-5%	12%[57.1 µM]	-1.8
Cc1nnc(SCc2cc(=O)oc3ccc4ccccc4c23)n1Cc1ccccc1	2%	-35%	-1	-1	-0.5	-2	-22%	9%	-0.8
COc1ccc(C(=O)Nc2ccc3c(c2)nc2n3CCSC2)cc1	4%	16%	4	-1	-1.1	2	-26%	5%	-0.4
COCCn1c(SCC(=O)Nc2cc(C)on2)nc2c(c1=O)SC(C)C2 (stereo unspecified)	4%	0%	3	6	-0.3	0	-8%	-8%	-0.5
c1ccc(OCCN2CCN(C(c3ccccc3)c3ccccc3)CC2)cc1	2%	19%	-1	-1	0.7	46*	-6%	-3%	0.6
COC(=O)C1C(OC)=CC(=O)C2CCCCC21 (stereo unspecified)	1%	?	4	.	.	.	-14%	-2%	.
O=C(Nc1ccc(Cl)cc1)Nc1ccc2c(c1)OCO2	11%	19%	-5	21	-0.2	-10	-9%	-1%	0.6
O=c1c2ccccc2n(Cc2ccccc2F)c(=O)n1Cc1ccccc1F	3%	8%	4	0	0.8	-6	-13%	2%	1.8
Cc1cc(=O)[nH]c(N/N=C/c2cc(C)n(-c3ccccc3)c2C)n1	10%	?	-4	-4	0.3	-14	-16%	5%	-1.3
NC(=O)c1cc(S(=O)(=O)N2CCOCC2)cs1	0%	10%	3	2	0.2	13	-7%	0%	1.4
O=C(O)CCn1c2c(c3ccccc31)CCCC2	4%	35%	0	3	-0.3	11	-7%	25%	1.0
